High-throughput results (PubChem)
miR-122 sensor = inhibitors of miR-122 in Huh7 cells; Huh7 miR-122 Renilla luciferase sensor, 48 h; neutral wells = 0, positive control = 100; activation (reporter increase), % at 12.5 µM; 0.3% of 340,000 active;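 active = mean replicate activation score at least 90 and every replicate individually at or above 90; inconclusive = only one of the two criteria met; inactive = neither criterion met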;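 note: higher luciferase means less miR-122 activity so hits act as miR-122 inhibitors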
FN deposition inh = fibronectin deposition inhibition | AH1F fibroblasts, Alexa488-fibronectin deposition fluorescence, overnight | 0.086% of 350,000 active | inhibition, % at 12.6 µM;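 active = mean inhibition across replicates of 30% or more, regardless of how many single replicates reach that level; inconclusive = mean under 30% yet at least half of replicates reach 30%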;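 note: positive control wells lacked labelled fibronectin entirely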
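Test system: AH1F fibroblast monolayer depositing Alexa488-labelled fibronectin into matrix. Input: 10000 cells per well. Technique: fluorescence, ex 485 nm, em 525 nm. Buffer or medium: DMEM plus 2% serum, read in PBS. Timing: 1 h cell adhesion before compound, then overnight fibronectin incubation. Compound: single dose, pinned. Read-out basis: inhibition from reduced deposited-fibronectin fluorescence.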
DENV2 CPE rescue = DENV2-induced cell death inhibition. AID 651640. 1.7% of 350,000 active. CPE inhibition, % at 9.99 µM. DENV2-infected cells, cytopathic effect rescue, plate reader; in the data active = CPE inhibition above about 20%, passing the limit was not always enough; inconclusive = no clear call, values can overlap the other calls; tested in BHK-21 cells;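 note: 0% = median of neutral control wells and 100% = median of positive control wells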
PAX8 inh HTS = inhibitors of PAX8 transcriptional activity in RMG-I cells; RMG-I TPO-luciferase reporter, SteadyGlo, 24 h; inhibition, % at 12.6 µM; AID 652154; 1.2% of 360,000 active;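 active = mean replicate inhibition at least 60% with every replicate also reaching 60%; inconclusive = only one of the two criteria is met; inactive = mean below 60% and not all replicates reaching 60%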;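 note: luciferase light reporting Pax8 driven TPO promoter activity; plate controls were median of neutral control wells for no effect and mitoxantrone controls for full effect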
EWS-Fli block = EWS/Fli transcriptional activity inhibition; AID 651661; A673 NR0B1-luciferase reporter, viability-normalised; inhibition, % at 12.6 µM; 0.67% of 350,000 active;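 active = mean inhibition of at least 50% after viability correction, with every replicate also passing that limit; inconclusive = mean reaches 50% but only one of two replicates passes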;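 note: firefly luciferase signal divided by Alamar Blue viability fluorescence both relative to DMSO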
GSIS activator = GLuc luminescence reporter in INS-1E cells, primary screen for activators of glucose-dependent secretion of insulin; activation, % at 16.6 µM; INS-1E GLuc reporter insulin secretion, 2-3 h; 0.61% of 370,000 active; AID 743287;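 active = lowest replicate activation of at least 40%, so every replicate reaches that level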;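 note: 0% = median of neutral control wells and 100% = median of IBMX positive control wells; some compounds called inactive have numbers as strong as hits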
F508del corr = correctors of CFTR F508del function in bronchial epithelial cells | CFBE cells, YFP halide quenching; stimulated with forskolin plus potentiator P3; % fluorescence drop versus neutral controls | activity (quench increase), % at 7.58 µM | 0.36% of 350,000 active;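 active = mean added fluorescence quench of at least 8% versus neutral control, with both replicates also reaching 8%; inconclusive = only one of the mean or replicate conditions met; inactive = mean below 8% and not both replicates reaching 8%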;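 note: cells transiently co-express mutant CFTR-F508del with the halide-sensitive YFP; corrector assay measuring rescue of mutant channel to the surface after 24 h compound exposure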
Numbers without * were called inactive; ? = inconclusive; . = not tested or not shown; & = joins results of further samples; [ ] = another dose, or the depositor's remark. Hits appear at their usual frequency; about 3.9% have a hit in one of these screens.

SMILES | miR-122 sensor | FN deposition inh | DENV2 CPE rescue | PAX8 inh HTS | EWS-Fli block | GSIS activator | F508del corr
CCCC(=O)Nc1ccc2c(c1)OC[C@@H](C)N(CCc1ccccc1)C[C@H](C)[C@H](OC)CN(C)C2=O | -2[16.7 µM] | -10 | . | . | -3 | -8 | -0.3
COc1ccccc1CCNC(=O)c1cccc(S(=O)(=O)N2CCc3ccccc3C2)c1 | -4 | . | -6 | 17 | 4 | -7 | 2.7
O=C(CN1CCc2ccccc21)NN1CC(=O)N(c2ccc(Cl)cc2)CC1=O | . | 7 | 6 | -1 | 13 | 4 | 1.8
COc1ccc(OC)c(S(=O)(=O)Nc2ccccc2C(F)(F)F)c1 | 116* | 14 | . | -8 | . | . | .
CN(C)c1ccc(C(=O)OCC(=O)N2CCCC2)cc1 | . | 0 | -2 | -72 | -48 | 4 | -2.5
O=C(CSc1nnc(-c2ccc(Br)cc2)o1)N1CCN(C(=O)c2ccco2)CC1 | -6 | . | -9 | . | -2 | -3 | -1.3
O=C(NCc1cccc(Cl)c1)C1CCC(=O)N(CCN2CCOCC2)C1 (stereo not given) | 1 | . | -1 | -18 | 5 | 9 | 3.8
CN1c2ccc(C#Cc3cccnc3)cc2[C@H]2[C@H](CCN2C(=O)C2CCCC2)[C@@H]1CO | . | 7 | -2 | . | 2 | 2 | 2.1
CN1C[C@@H]2[C@H](c3ccccc31)[C@@H](CO)N2Cc1ccccc1F | -3[16.7 µM] | . | 20 | 21 | 3 | -3 | -1.4
Cc1nn(CCc2nn[nH]n2)c2nc(-c3ccccc3)cc(C(F)(F)F)c12 | -1 | 1 | 6 | 11 | 2 | 17 | -1.5
C=CCN(CC=C)Cc1cc(=O)oc2cc(C)cc(C)c12 | 10 | 4 | -9 | -9 | 3 | 13 | 0.3
COC(=O)c1cc(S(=O)(=O)N2CCC(C)CC2)ccc1F | -15 | 8 | . | . | . | 9 | .
CCOC(=O)c1ccc(NC(=O)CC2C(=O)N(c3ccc(F)cc3)C(=O)N2CCC(C)C)cc1 (stereo not given) | -1 | 0 | . | . | . | -23 | .
COc1cccc(NC(=O)CN(C)C(=O)CC(NC(=O)c2ccccc2Cl)c2ccccc2)c1 (stereo not given) | 4 | 0 | -5 | 13 | -6 | -12 | -0.6
O=c1[nH]c(SCc2cccc([N+](=O)[O-])c2)nc2[nH]ncc12 | . | -9 | 6 | 31 | 11 | -18 | -1.7
Cc1cc2c(=O)n(C)c(SCC(=O)Nc3ccccc3)nc2s1 | 2 | 2 | -6 | -29 | -14 | -6 | 0.9
COc1ccc(C2=NOC3(CC(=O)N(c4ccc(C)cc4)C3=O)C2)cc1 (stereo not given) | -2 | 0 | . | . | . | 10 | .
CCN(CC)CC#CCC(O)(c1ccccc1)C1CCCC1 (stereo not given) | 1 | . | -4 | . | 11 | 14 | 3.2
CCn1ncc(NC(=S)NCCc2ccc(OC)c(OC)c2)c1C(N)=O | . | -9 | -8 | 2 | -3 | 19 | 4.6
C[C@@H]1CN([C@@H](C)CO)C(=O)CCCn2cc(nn2)CO[C@@H]1CN(C)C(=O)c1ccncc1 | 0[16.7 µM] | -12 | . | 4 | -5 | -2 | -2.5
O=C(Nc1ccc([N+](=O)[O-])cc1)c1ccccc1F | . | 14 | 1 | -165 | -88 | -5 | .
Cc1cc(NC(=O)CSCCc2ccncc2)no1 | 5 | -2 | 11 | 2 | -7 | -4 | -0.4
CC(C)NC(=O)N(C)C[C@@H]1OCCCC[C@H](C)Oc2ccc(NC(=O)c3ccccc3)cc2C(=O)N([C@@H](C)CO)C[C@@H]1C | 7[16.7 µM] | . | -3 | 7 | . | -4 | -2.4
CC1CCCC(C)N1C(=O)CSc1nc2c(c(=O)n(C)c(=O)n2C)n1C (stereo not given) | -4 | 3 | ? | 19 | 5 | 14 | -0.1
COc1ccc(OC)c(NC(=O)/C=C/c2ccccc2[N+](=O)[O-])c1 | -6 | -4 | . | 6 | . | 6 | .
O=C(Nc1ccc(F)cc1F)N1CCCCCC1 | . | 0 | 0 | -49 | . | 3 | 2.6
Cc1ccc(S(=O)(=O)N(CC(=O)N=Nc2c(O)[nH]c3ccccc23)c2ccc(C)c(C)c2)cc1 | 16 | 6 | -2 | 6 | 12 | . | .
O=C(NC12CC3CC(CC(C3)C1)C2)c1cc([N+](=O)[O-])ccc1N1CCOCC1 | . | 6 | . | -14 | 15 | 17 | -1.5
CCc1ccc(NC(=O)CC2C(=O)NCCN2C(=S)Nc2ccccc2)cc1 (stereo not given) | . | -7 | . | 12 | . | -16 | .
Cc1ccc(C(=O)Nc2ccc(N3CCCC3)cc2)c(C)c1 | -2 | -1 | 2 | -20 | -7 | 7 | 0.0
COc1ccc(-c2ccccc2[C@H]2[C@@H](CO)N(C(=O)C3CC3)[C@H]2C#N)cc1 | . | -4 | 9 | -7 | 5 | 15 | 2.0
CC=Cc1ccc2n(c1=O)C[C@H]1[C@H](CO)[C@@H](C(=O)N(C)C)[C@@H]2N1CC1CC1 (mixture of isomers) | 7[16.7 µM] | . | -15 | -2 | 1 | 2 | 2.9
O=C1OC(Nc2cc(Br)cc3cccnc23)c2ccccc21 (stereo not given) | 3 | 2 | . | 40 | 5 | . | -4.5
CC1(C(=O)Nc2cnc3ccccc3c2)CCN1Cc1cc2ccccc2o1 (stereo not given) | 4 | 3 | 15 | 16 | -5 | . | 0.5
CO[C@@H]1CN(C)C(=O)c2ccc(NC(C)=O)cc2OC[C@@H](C)N(Cc2ccc(-c3ccccn3)cc2)C[C@H]1C | . | -19 | 0 | 15 | 5 | -7 | -0.4
COc1cc(OC)cc(C(=O)NNC(=O)CCC(=O)c2cccs2)c1 | . | 2 | 4 | . | 8 | . | -3.1
COc1ccc(OCCCN2CCC(C(O)(c3ccccc3)c3ccccc3)CC2)cc1 | . | 3 | ? | -115 | 19 | . | -0.4
CC(=O)N1CCN(C(=S)Nc2cc(S(=O)(=O)N3CCOCC3)ccc2Cl)CC1 | . | . | 0 | 9 | 11 | -13 | -0.2
CC(C)CNC(=O)CN1c2cccc3cccc(c23)S1(=O)=O | . | 2 | 14 | -7 | -1 | 14 | 0.4
CCOC(=O)N1CCC(N2CCN(CCC(C)C)C(CCO)C2)CC1 (stereo not given) | 1 | 6 | -1 | 14 | -11 | 2 | 0.2
COc1ccc(NC(=O)CN(C)C(=O)c2n[nH]c3ccccc23)cc1 | . | 7 | 6 | -81 | -45 | 21 | -0.7
O=C(CCCc1ccccn1)c1cccc2ccccc12 | 13 | . | 3 | -165 | -14 | . | 0.5
O=C(OCC(=O)N1CCN(c2ccccc2)CC1)c1cc(Cl)ccc1[N+](=O)[O-] | -3 | . | 1 | -3 | . | -6 | 3.0
Cc1cc([N+](=O)[O-])nn1CC(=O)Nc1c(C)n(C)n(-c2ccccc2)c1=O | 7 | -2 | 5 | -3 | 2 | 2 | 2.9
COc1ccc(S(=O)(=O)Nc2cccc3c2O[C@H](CN(C)C(=O)Nc2c(C)noc2C)[C@H](C)CN([C@@H](C)CO)C3=O)cc1 | -3[16.7 µM] | . | 7 | . | -4 | 3 | 0.0
CSCCC(NC(=O)c1ccco1)c1nc2ccccc2[nH]1 (stereo not given) | . | 14 | 2 | 11 | -10 | . | -1.0
O=C(COC(=O)c1nc(Cl)ccc1Cl)Nc1ccc2[nH]c(=O)[nH]c2c1 | . | . | 0 | 10 | -4 | 12 | -2.1
COc1cc2c(cc1OC)CN(C(=O)/C=C/c1ccc(F)cc1)CC2 | -8 | -4 | 5 | -9 | 8 | -6 | 1.2
COc1cccc(C2CC(c3cccc(C)c3)n3ncnc3N2)c1 (stereo not given) | 1 | 5 | -4 | -1 | 0 | 21 | 4.3
CC1CCN(C(=O)c2cc(Cl)nc3ccccc23)CC1 | . | 3 | . | -23 | . | 4 | .
C=CCn1c(SCC(=O)NCCCO)nc2sc3c(c2c1=O)CCC3 | -4 | 5 | 5 | 25 | 8 | . | .
CC(C)c1ccc(/C=C/C(=O)NCc2ccc(S(N)(=O)=O)cc2)cc1 | . | -5 | 12 | -21 | -4 | 10 | 3.9
Cn1nnnc1SCC(=O)N1CCCc2ccccc21 | 5 | -8 | . | -22 | . | . | .
CC(C)CC#Cc1ccc2c(c1)O[C@@H](CN(C)C(=O)c1ccncc1)[C@H](C)CN([C@@H](C)CO)S2(=O)=O | 16[16.7 µM] | -8 | -3 | . | 0 | -15 | 3.2
CCOc1ccc(S(=O)(=O)Nc2ccc(C(=O)N(CC)CC(=O)NCc3cccs3)cc2)cc1 | 4 | 0 | 11 | 3 | 3 | -29 | -2.9
Cc1cc(NC(=O)c2cc3cccc([N+](=O)[O-])c3[nH]2)ccc1F | . | 7 | 2 | -97 | -155 | . | 0.6
O=S(=O)(c1ccccc1)N1C[C@@H]2N[C@H](C1)C2c1ccc(-c2cccnc2)cc1 (stereo not given in full) | . | -4&-1 | 3&4 | 2&12 | -6&1 | 8&3 | 1.4&1.8
COc1ccc2c3c(n(C)c2c1)[C@H](CO)N(C(=O)C1CCOCC1)CC31CCN(C(=O)C2CCOCC2)CC1 | . | -13 | -5 | 1 | -10 | 4 | 2.2
CC(=O)c1ccc(N2CCN(S(=O)(=O)c3cccc4nsnc34)CC2)cc1 | -2 | 12 | -4 | 12 | 4 | 2 | 0.2
COC(=O)C[C@H]1CC[C@H]2[C@H](COc3ccc(NC(=O)c4cc(C)on4)cc3C(=O)N2C)O1 | 10[16.7 µM] | -6 | -1 | -16 | 1 | 1 | -1.6
Next part:
SMILES | miR-122 sensor | FN deposition inh | DENV2 CPE rescue | PAX8 inh HTS | EWS-Fli block | GSIS activator | F508del corr
O=C(NCc1cccnc1)C1CC(c2ccccc2O)=NO1 (stereo not given) | -4 | 4 | -2 | 18 | 21 | -4 | 1.2
C/C=C/c1ccc([C@@H]2[C@@H](CO)N(C(C)=O)C23CN(C(=O)c2ccncc2)C3)cc1 | . | . | 25* | 5 | 1 | -6 | -1.9
Cc1cccc(NC(=O)Cn2nc([N+](=O)[O-])c(Br)c2C)n1 | -3 | 3 | 2 | 5 | 8 | 11 | 1.7
COc1ccc(CN(C)C[C@@H]2OCc3cnnn3CCCC(=O)N([C@H](C)CO)C[C@@H]2C)cc1 | 3[16.7 µM] | -5 | -11 | 2 | 3 | -1 | 1.4
Cc1ccc(-n2ncc3c(NCc4cccnc4)ncnc32)c(C)c1 | . | -12 | . | 3 | . | -23 | .
COCC(=O)Nc1ccc2c(c1)OC[C@@H](C)N(Cc1cc(F)ccc1F)C[C@H](C)[C@@H](OC)CN(C)C2=O | . | -4 | -3 | 6 | -1 | -29 | 1.0
O=C(NCc1ccon1)C1CCC(=O)N(CCc2ccc(Cl)cc2)C1 (stereo not given) | 3 | -5 | 17 | 5 | 3 | 10 | -1.7
CC(=O)N(Cc1cccc(F)c1)C[C@@H]1[C@@H](c2ccccc2)[C@@H](CO)N1C(C)=O | . | 7 | -4 | . | -3 | -13 | 0.6

Laid out differently: 2 of the compounds above.
SMILES	miR-122 sensor	FN deposition inh	DENV2 CPE rescue	PAX8 inh HTS	EWS-Fli block	GSIS activator	F508del corr
COc1ccc(CN(C)C[C@@H]2OCc3cnnn3CCCC(=O)N([C@H](C)CO)C[C@@H]2C)cc1	3[16.7 µM]	-5	-11	2	3	-1	1.4
Cc1ccc(-n2ncc3c(NCc4cccnc4)ncnc32)c(C)c1	.	-12	.	3	.	-23	.

Shown as a hit in miR-122 sensor, among the entries above:
canonical_smiles,miR-122 sensor,GSIS activator,F508del corr
COc1ccc(OC)c(S(=O)(=O)Nc2ccccc2C(F)(F)F)c1,116*,.,.
